GALK inhibitor: galactokinase (human) inhibition; Purified GALK, Kinase-Glo residual ATP luminescence; Potency, µM (highest dose often 57.5 µM), inactives show at the top dose activity change, negative = inhibition, hits mostly inhibitors; 270,000 compounds, 0.007% hits; AID 1868; also: potency is read from the fitted curve at half-maximal effect; % is scaled to controls: 0 for no effect and ±100 for the full control effect
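GALK at 5 nM final was combined with compound, 35 uM ATP and 100 uM galactose in HEPES pH8.0 with MgCl2 and DTT. The reaction ran one hour at room temperature before luminescent ATP detection.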
BCR signal inh: chronic active BCR signaling inhibition; ABC-DLBCL IkBa-CBG/CBR reporter, luminescence ratio, 4 h; 340,000 compounds, 0.05% hits; AID 493014; Potency, µM (series often up to 46.1 µM), inactives show at the top dose ratio change, negative = lower green/red ratio, usual class: inhibitors; active = well fitted inhibition curve with a large enough effect in the signal ratio, with a control signal flat, not every such curve was filed as active; inconclusive = small, poorly fitted or top-dose-only effect, or effect the other way, or a change in a side signal; the % refers to the signal ratio;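 also: potency is read from the fitted curve at half-maximal effect; plate controls were basal doxycycline-induced cells for no effect and cells given 10 µM MG132 for full effect; MG132 reads +100%, hits lower the ratio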
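TMD8 ABC-DLBCL cells carrying doxycycline-inducible green luciferase fused to IkappaBalpha plus unfused red luciferase were exposed to compounds (up to 46 uM) for 4 hrs at 37C. Activity came from the overlap-corrected green/red luminescence ratio.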
PKM2 activator: PKM2 (human) enzyme activation. P14618. purified PKM2, Kinase-Glo ATP luminescence, activation; response scale: 0% is enzyme alone, no compound. Potency, µM (series often up to 57.5 µM), without a hit: at the top dose activation, hits mostly activators. 260,000 compounds, 0.34% hits. AID 1631; also: potency is read from the fitted curve at half-maximal effect; % is scaled to controls: 0 for no effect and ±100 for the full control effect; nearly all actives have a fitted effect of over 55% in size
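Purified hPK-M2 (>95%) run at intermediate activity with 0.1 mM ADP and 0.5 mM PEP in 50 mM imidazole pH 7.2, KCl, MgCl2; 1 h room temperature. ATP formed read by Kinase-Glo luminescence; normalized to uninhibited and no-enzyme controls.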
Menin-MLL TR inh: displaces Texas Red mutant MLL peptide from human menin; O00255; Menin + Texas Red MLL mutant peptide, fluorescence polarization; Potency, µM (top dose mostly 61.6 µM), without a hit: top-dose FP activity change, negative = inhibition, actives largely listed as inhibitors; 270,000 compounds, 0.23% hits; AID 1768; active = well fitted inhibition curve with a large enough effect in the polarisation, with a control signal flat, not every such curve was filed as active; inconclusive = small, poorly fitted or top-dose-only effect, or effect the other way, or a change in a side signal; inactive = no such curve, though single readings can be large or run the other way; the % refers to the polarisation; also: potency is read from the fitted curve at half-maximal effect; % of control where 0% means no effect; many of its hits are not listed in these tables
TSHR antagonist: blocks TSH signaling through the human TSH receptor; P16473; TSHR-expressing cells, TSH-stimulated cAMP HTRF, 2 h; hits give low values; activity change, negative = inhibition, % at 11.5 µM; 330,000 compounds, 0.2% hits;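 active = activity change below a set negative limit, meaning inhibition stronger than a set level, cut at about -70% in these data; inconclusive = activity change between two set negative limits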; also: % is scaled to controls: 0 for no effect and ±100 for the full control effect
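TSHR-expressing cells, 200/well, pre-treated with compound, then stimulated with EC80 TSH (4nM final) for 2 hours at 37 deg C. cAMP measured by competitive HTRF: anti-cAMP cryptate antibody in lysis buffer plus cAMP-d2, read after 30 minutes at room temperature.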
MBNL1 CUG block: inhibitors of human MBNL1 binding to CUG repeat RNA; Potency, µM (highest dose often 57.5 µM), for inactives: top-dose activity change, negative = inhibition, hits mostly inhibitors; Q9NR56; TR-FRET MBNL1-His/biotin-(CUG)12 binding, 665/545 ratio; 280,000 compounds, 0.036% hits; active = well fitted inhibition curve with a large enough effect in the signal ratio, with a control signal flat, not every such curve was filed as active; inconclusive = small, poorly fitted or top-dose-only effect, or effect the other way, or a change in a side signal; inactive = no such curve, though single readings can be large or run the other way; the % refers to the signal ratio; also: potency is read from the fitted curve at half-maximal effect; % is scaled to controls: 0 for no effect and ±100 for the full control effect
Target sequence (Q9NR56 whole entry, looked up): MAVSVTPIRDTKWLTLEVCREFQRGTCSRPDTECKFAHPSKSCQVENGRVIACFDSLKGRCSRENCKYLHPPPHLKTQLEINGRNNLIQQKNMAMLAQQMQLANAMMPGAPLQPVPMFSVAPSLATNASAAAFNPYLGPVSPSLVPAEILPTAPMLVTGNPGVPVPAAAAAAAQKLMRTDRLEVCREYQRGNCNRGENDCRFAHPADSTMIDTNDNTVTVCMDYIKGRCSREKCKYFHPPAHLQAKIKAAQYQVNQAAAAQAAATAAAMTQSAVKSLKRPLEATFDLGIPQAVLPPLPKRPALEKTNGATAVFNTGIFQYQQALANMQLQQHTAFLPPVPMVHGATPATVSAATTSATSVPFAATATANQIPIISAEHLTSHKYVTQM
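MBNL1-His + Biotin-(CUG)12, cpd titration 92 nM–58 uM; Tb anti-His Ab 0.055 ng/ul, SA-XL665 5 nM (final); 60 min RT; ratiometric 665/545 nm, Ex 340 nm; normalized to buffer and full-complex controls.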
Eya2 inh: blocks the phosphatase activity of human Eya2. O00167. recombinant Eya2, OMFP fluorescence dephosphorylation (OMFP is methylfluorescein phosphate). Potency, µM (series often up to 76.9 µM), for the others: top-dose activity, negative = inhibition, usual class: inhibitors. 330,000 compounds, 0.006% hits. AID 488837; also: potency is read from the fitted curve at half-maximal effect; % is scaled to controls: 0 for no effect and ±100 for the full control effect
Target sequence (O00167 whole entry, looked up): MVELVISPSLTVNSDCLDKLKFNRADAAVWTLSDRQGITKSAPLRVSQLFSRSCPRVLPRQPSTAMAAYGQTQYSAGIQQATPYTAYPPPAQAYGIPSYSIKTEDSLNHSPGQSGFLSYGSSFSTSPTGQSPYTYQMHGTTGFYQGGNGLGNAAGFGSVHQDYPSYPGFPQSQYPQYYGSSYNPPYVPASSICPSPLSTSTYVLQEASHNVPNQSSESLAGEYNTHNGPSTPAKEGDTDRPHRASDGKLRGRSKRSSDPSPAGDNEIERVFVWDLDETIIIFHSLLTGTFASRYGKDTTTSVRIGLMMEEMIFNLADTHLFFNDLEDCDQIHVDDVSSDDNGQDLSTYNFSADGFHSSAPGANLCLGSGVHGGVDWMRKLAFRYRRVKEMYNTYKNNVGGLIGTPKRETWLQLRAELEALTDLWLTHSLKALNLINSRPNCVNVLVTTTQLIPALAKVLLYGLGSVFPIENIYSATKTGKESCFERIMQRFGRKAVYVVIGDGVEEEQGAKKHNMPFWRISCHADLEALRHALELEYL
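Eya2 protein (added as 0.2 uM solution) was preincubated with compound for 10 min at ambient temperature in 50 mM HEPES pH 7.5, 50 mM NaCl, 5 uM MgCl2, 0.05% BSA, 1 mM DTT. OMFP (added at 50 uM) then reacted 10 min; fluorescence read at 485/525 nm.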
S-ASM inh: inhibitors of human secretory acid sphingomyelinase. placental ASM, HMU-PC fluorogenic substrate, 60 min. Potency, µM (top dose mostly 57.5 µM), for the others: top-dose activity change, negative = inhibition, actives largely listed as inhibitors. 340,000 compounds, 0.006% hits. AID 504937; also: potency is read from the fitted curve at half-maximal effect
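qHTS format. ASM enzyme prepared from human placenta hydrolyses the fluorogenic substrate HMU-PC0 (9 uM final) over 60 min at 37 °C after a 10 min compound preincubation.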
USP2a block: USP2a (human) protease inhibition; AID 463254; Potency, µM (highest dose often 38.3 µM), for the others: at the highest dose activity change, negative = inhibition, usual class: inhibitors; 330,000 compounds, 0.01% hits; USP2 core, Ub-CHOP2 coupled fluorogenic reporter, 485/531; O75604;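 also: potency is read from the fitted curve at half-maximal effect; plate controls were DMSO wells for no effect and full inhibition by NEM control for full effect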
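Deubiquitinase activity read as fluorescence (485/531 nm) after Ub-CHOP2 cleavage activates the enterokinase reporter on its substrate; USP2 core 10nM, Ub-CHOP2 and substrate 25nM each, 30min compound preincubation then 60min RT; data normalized to NEM, curves fitted.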
hERG WT inh: blocks the wildtype human KCNH2 potassium channel. U2OS, BacMam KCNH2, thallium flux FluxOr; hits give low values. AID 720551. Q12809. 340,000 compounds, 0.37% hits. activity change, % at 1.84 µM;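 active = maximum activity change below -70%; inconclusive = maximum activity change between -70% and -50%; inactive = maximum activity change above -50%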; also: % is scaled to controls: 0 for no effect and ±100 for the full control effect
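U2OS cells were transduced with wild-type KCNH2 virus (2.03 x 10^8 / mL) for 4 h at room temperature, then cultured overnight at 37 C. Thallium flux was read with FluxOr dye. Rate constants were normalized to DMSO controls.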
Mito fusion act: blocks mitochondrial division or promotes mitochondrial fusion; S. cerevisiae fusion-defective mutant growth rescue, CellTiterGlo 48 h; Potency, µM (top dose mostly 46.1 µM), without a hit: top-dose growth rescue (activation), actives largely listed as activators; 320,000 compounds, 0.23% hits; AID 485298;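 also: potency is read from the fitted curve at half-maximal effect; % of control where 0% means no effect; nearly all actives have a fitted effect of over 45% in size; temperature-sensitive fusion mutants such as fzo1-1 at 37 °C on non-fermentable ethanol glycerol medium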
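Temperature-sensitive fusion-defective S. cerevisiae (e.g. fzo1-1, mgm1-5) were grown with compound in YPEG medium (3% ethanol, 3% glycerol) for 48 hours at 37C. Growth rescue was measured as viability by CellTiterGlo luminescence after 10 minutes at ambient.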
* marks the source's active call; other numbers are inactive results; ? = inconclusive; nt = no result given; [ ] = another dose, or the depositor's remark. Unless noted, calls follow the shape of the dose curve; as a rule, active = well fitted curve in the direction sought with a large enough effect; inconclusive = small, poorly fitted or top-dose-only effect, or another doubt; inactive = no such curve, though single readings can be large; an effect the other way counts as inactive or inconclusive.

structure | PKM2 activator | Menin-MLL TR inh | BCR signal inh | GALK inhibitor | S-ASM inh | USP2a block | Eya2 inh | Mito fusion act | hERG WT inh | MBNL1 CUG block | TSHR antagonist
Cc1cccc(NC(=S)N(Cc2cccc(Br)c2)CC2CCC(C(=O)O)CC2)c1 (stereo not drawn) | -6% | 16% | ? | 4% | -3% | -6% | 14% | 1% | 9 | 2% | 8
Cc1cccc(CS(=O)(=O)Cc2ccc(C(=O)NC3CCCC3)o2)c1 | nt | 1% | -2% | -1% | -4% | 5% | 2% | -14% | 5 | 3% | -16
OCC[C@H]1C[C@H](O)[C@@H](O)[C@]2(OCc3ccccc32)O1 | nt | nt | -1% | nt | -2% | 0% | 10% | -5% | 7 | nt | 2
Cc1ccc(C(=O)NNC(=O)c2ccc(NS(=O)(=O)c3cccs3)cc2)o1 | nt | nt | 0% | nt | 2% | 3% | 20% | 1% | 1 | nt | -1
Cc1cccc(C(=O)OCC(=O)NCc2cccs2)c1 | ? | -18% | -23% | 11% | 3% | -1% | 17% | -6% | 3 | 2% | 1
Cn1c(=O)c2c(nc(N3CCc4ccccc4C3)n2Cc2ccc(Br)cc2)n(C)c1=O | 7% | 0% | ? | -2% | 0% | 2% | -3% | 5% | 2 | -5% | 8
COc1ccc(S(=O)(=O)N2CCCC2C(=O)Nc2ccc(C)cc2)cc1 (stereo not drawn) | 10% | -5% | 2% | 1% | 2% | 2% | 16% | -1% | 0 | -7% | 4
c1cncc(-c2nnc(-c3cccs3)o2)c1 | -1% | -6% | -2% | 7% | 0% | -6% | 2% | 0% | 6 | 18% | 8
O=S1(=O)C[C@@H](O)[C@@H](Nc2ccc(Cl)cc2)C1 | -4% | 4% | ? | 1% | -1% | 2% | 6% | -3% | -11 | -2% | 14
COc1ccc(CCC2CCNCC2)cc1 | nt | -23% | 4% | 2% | 2% | 0% | 1% | 10% | 10 | -1% | 1
CC(=O)c1cc(C#N)c(SCC(=O)Nc2nccs2)nc1C | 1µM* | ? | ? | 3% | 2% | 0% | 1% | 2% | -13 | 5% | -18
COc1cccc(NC(=O)C2CCN(c3cnccn3)CC2)c1 | -3% | ? | 0% | 5% | 59%[activator] | 1% | -2% | 10% | 0 | -2% | -6
CN(Cc1ccccc1)C(=O)CSc1nc2ccccc2c(=O)n1Cc1ccco1 | 8% | 1% | ? | 2% | -7% | 5% | -2% | 6% | -3 | 2% | 15
CCOC(=O)C1=C(C)NC(=O)NC1c1ccccc1Cl (stereo not drawn) | -4% | 13% | 6% | -4% | 5% | -3% | 5% | -1% | 4 | 5% | -5
COc1ccccc1/C=C/CN1CCOCC1 | 2% | -15% | 4% | 0% | 7% | 0% | -1% | -2% | 2 | -6% | 13
O=C(O)Cc1sc(Nc2cccc3ccccc23)nc1-c1ccc(F)cc1 | nt | ? | ? | nt | 4% | 1% | ? | 9% | 1 | ? | -7
COc1cc(OC)c2ccc(=O)oc2c1C(CC(=O)N1CCOCC1)c1ccc(N(C)C)cc1 (stereo not drawn) | 19% | nt | -3% | -1% | 3% | -8% | -2% | 6% | nt | ? | 6
CCOC(=O)N1CCN(c2cc(C)c([N+](=O)[O-])cc2F)CC1 | -1% | 0% | 1% | 0% | -4% | -10% | -15% | 19% | -22 | ? | -6
CCC(CC)C(=O)Nc1nnc(S(=O)(=O)N2c3ccccc3CC2C)s1 (stereo not drawn) | 3% | 34%[activator] | 2% | nt | -1% | 0% | 3% | -1% | 2 | 3% | 1
O=C1Nc2ccccc2/C1=C/c1ccccc1Cl | nt | -1% | ? | 1% | -2% | 1% | -20% | -1% | 5 | 10% | -3
CCCC(=O)Nc1nn(C)c2nc3ccc(C)cc3cc12 | nt | ? | 19% | -2% | 144%[activator] | -2% | 5% | 11% | -2 | ? | -3
Cn1ncc(C#N)c1NC(=O)C1CC(c2c(F)cccc2Cl)=NO1 (stereo not drawn) | -1% | -23% | 2% | 2% | -1% | 3% | 2% | -1% | 3 | ? | 7
COC(=O)c1c(NC(=O)C2Cc3ccccc3C(=O)O2)sc2c1CCCC2 (stereo not drawn) | -10% | 0% | ? | -2% | -2% | 4% | 2% | 0% | -2 | -13% | 6
CCCCn1c(=O)[nH]c(=O)c2c1nc(-c1ccc3ccccc3c1)n2CC | 0% | -11% | -4% | 0% | 20% | 5% | -17% | 3% | 15 | 5% | -8
O=C(Nc1cccc(Cl)c1)N1N=CCC1c1ccccc1 (stereo not drawn) | 1% | nt | ? | -2% | 0% | 9% | -28% | 2% | 8 | -5% | -1
COc1ccc(C(=O)NC(=S)NNC(=O)Cc2cccs2)cc1 | -6% | 25% | ? | 3% | 2% | -1% | -5% | -7% | -6 | 2% | 2
CNNC(=S)Nc1cccc(C(F)(F)F)c1 | -5% | nt | ? | -3% | 3% | 4% | -2% | 0% | 3 | -7% | 4
Nc1cc(N)nc(SCC(=O)N2CCCCC2)n1 | -3% | 1% | 2% | 0% | 0% | ? | 4% | 3% | -3 | -6% | -2
O=C(NCCCN1CCCCCC1)c1cc2c(=O)oc3ccccc3c2s1 | 7% | -25% | 18% | -1% | -6% | -1% | -4% | 2% | -1 | ? | 11
O=C(C1CCN(S(=O)(=O)c2ccc(Br)s2)CC1)N1CCCCC1 | 7% | -3% | 3% | 7% | 0% | 2% | -5% | 1% | 18 | -1% | -8
CCOc1ccccc1-n1cnc2cc(C(=O)NCc3ccco3)ccc21 | 4% | 2% | -14% | -3% | -4% | 4% | 9% | -3% | -2 | -11% | -14
Cc1csc(=Nc2ccccc2)n1Cc1ccco1 | -1% | 4% | -2% | 14% | 5% | -8% | 9% | 5% | nt | -2% | 5
O=[N+]([O-])c1ccc(/C=N/N/C(=N/c2ccccn2)c2ccccn2)cc1 | 12% | -16% | -30% | -1% | -1% | 1% | 8% | -4% | -8 | ? | 4
N#CCCN1CCN(C2=NC(=O)C(=C3CCCCC3)S2)CC1 | 2% | -4% | 4% | 6% | 1% | 3% | 14% | 7% | -6 | -2% | 5
CN(C)S(=O)(=O)c1cccc(C(=O)Nc2ccc(N3CCOCC3)cc2)c1 | 1% | nt | -11% | -2% | 0% | -5% | 13% | -7% | -3 | -4% | -6
Cc1ccc2c(c1)C(O)(CC(=O)c1ccc(C)s1)C(=O)N2 (stereo not drawn) | -3% | -1% | 3% | 1% | 2% | 8% | 5% | -3% | -3 | 3% | -5
O=C(Cn1cnc2scc(-c3cccc([N+](=O)[O-])c3)c2c1=O)NCc1ccco1 | 0% | ? | 0% | -3% | -9% | 2% | -6% | -7% | 0 | ? | -10
Cc1cc(C)nc(N/N=C2/CCCC/C2=C\c2ccccc2)n1 | -1% | -23% | 7% | 0% | 6% | 0% | -3% | -13% | 6 | 2% | -11

Complete entries as entered above. Screens in order: PKM2 activator	Menin-MLL TR inh	BCR signal inh	GALK inhibitor	S-ASM inh	USP2a block	Eya2 inh	Mito fusion act	hERG WT inh	MBNL1 CUG block	TSHR antagonist
Results for `Cc1csc(=Nc2ccccc2)n1Cc1ccco1` → -1%	4%	-2%	14%	5%	-8%	9%	5%	nt	-2%	5
Results for `O=C(NCCCN1CCCCCC1)c1cc2c(=O)oc3ccccc3c2s1` → 7%	-25%	18%	-1%	-6%	-1%	-4%	2%	-1	?	11

This is a subset; rates above refer to the full screens.
